Bioassay records (PubChem BioAssay)
S100A4 inh HTS = blocks human S100A4 binding to myosin IIA peptide; S100A4/TAMRA-MyoIIA peptide fluorescence polarization; inhibition, % at 10.7 µM; P26447; 360,000 compounds, 0.14% hits;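 active = mean inhibition of at least 70% across replicates, with every replicate also reaching that level; inconclusive = mean inhibition reaches 70% but some replicates fall short; inactive = mean inhibition below 70%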
Target sequence (P26447 whole entry, looked up): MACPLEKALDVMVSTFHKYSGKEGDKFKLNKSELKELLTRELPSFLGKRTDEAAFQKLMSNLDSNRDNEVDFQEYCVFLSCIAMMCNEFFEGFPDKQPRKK
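Assay system: human S100A4 monomer with TAMRA-labelled myosin IIA peptide / Buffer or medium: Calcium-containing HEPES buffer, pH 7.2 / Reagent: TAMRA-labelled myosin IIA heavy-chain peptide probe, 5 nM / Compound: one dose per compound / Timing: polarization read 5 min after assay mix addition, stable 5–60 min / Benchmarks: neutral control DMSO, positive control TFP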
FN deposition inh = fibronectin deposition inhibition; AH1F fibroblasts, Alexa488-fibronectin deposition fluorescence, overnight; inhibition, % at 12.6 µM; 350,000 compounds, 0.086% hits;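 active = mean inhibition across replicates of 30% or more, regardless of how many single replicates reach that level; inconclusive = mean under 30% yet at least half of replicates reach 30%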;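 note: positive control wells lacked labelled fibronectin entirely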
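Measured by – fluorescence 485/525 nm · System – AH1F fibroblast monolayer, labelled fibronectin deposition · Amount – 10000 cells per well · Buffer or medium – serum-reduced DMEM (2% serum) · Doses – single dose, pinned · Also added – fluorescent fibronectin at 24 nM final · Schedule – 1 h cell attachment, overnight exposure to compound and label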
LGR2 inh = blocks bursicon-induced cAMP signaling via Drosophila LGR2; HEK293 LGR2, CRE-luciferase, bursicon-stimulated, 4 h; 380,000 compounds, 0.35% hits; inhibition, % at 9.99 µM;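 active = drop in luminescence signal, shown as inhibition above about 50% in the replicate tests, limit read from the data, passing the limit was not always enough; inconclusive = probably only some replicates passing the limit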;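 note: agonist challenge used bursicon conditioned medium at about half maximal strength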
SIRT5 inh = blocks human SIRT5 desuccinylation of peptide. Q9NXA8. Purified SirT5, succinyl-peptide AMC, trypsin-coupled fluorescence. inhibition, % at 15 µM. 330,000 compounds, 1.1% hits; in the data active = inhibition above about 15%; inconclusive = no clear call, values can overlap the other calls
Target sequence (Q9NXA8 whole entry, looked up): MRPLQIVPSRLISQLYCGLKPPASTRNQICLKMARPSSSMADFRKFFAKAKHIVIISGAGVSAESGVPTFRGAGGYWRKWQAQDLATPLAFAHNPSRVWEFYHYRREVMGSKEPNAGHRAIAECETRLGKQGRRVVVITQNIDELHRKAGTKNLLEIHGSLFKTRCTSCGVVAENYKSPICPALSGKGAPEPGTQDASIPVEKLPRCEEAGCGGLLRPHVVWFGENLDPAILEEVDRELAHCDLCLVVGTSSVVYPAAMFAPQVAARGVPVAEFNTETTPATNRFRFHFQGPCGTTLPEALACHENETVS
esBAF inh = SWI/SNF esBAF complex inhibition; mouse ES cells, Bmi1-luciferase knock-in reporter, 24 h; 100% = twice the neutral-well signal; reporter increase, % at 12.5 µM; 350,000 compounds, 2% hits; in the data active = activation above about 40%; inconclusive = no clear call, values can overlap the other calls;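 note: 0% = median of the plate's neutral control wells and 100% = double that signal; a rise in the Bmi1 reporter signal indicates esBAF inhibition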
Casp6 inh = inhibitors of human caspase-6. AID 686996. P55212. 350,000 compounds, 0.53% hits. inhibition, % at 12.5 µM. purified caspase-6, Z-VEID-R110 cleavage fluorescence;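 active = mean inhibition across replicates at least about 35%, with every replicate also reaching that limit, limit read from the data; inconclusive = only one of the two criteria met; inactive = neither criterion met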;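 note: 0% = median of neutral control wells and 100% = no fluorescence left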
Target sequence (P55212 24-179 limits assumed): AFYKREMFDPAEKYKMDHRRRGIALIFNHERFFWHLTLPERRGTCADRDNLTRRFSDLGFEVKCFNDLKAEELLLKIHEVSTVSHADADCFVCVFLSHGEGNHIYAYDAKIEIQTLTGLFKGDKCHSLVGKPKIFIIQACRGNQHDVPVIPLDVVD
Target sequence (P55212 194-293 limits assumed): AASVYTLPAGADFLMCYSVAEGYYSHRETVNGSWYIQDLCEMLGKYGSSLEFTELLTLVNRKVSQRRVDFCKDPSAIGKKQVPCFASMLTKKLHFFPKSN
C2C12 statin = suppression of simvastatin myotoxicity | 330,000 compounds, 0.78% hits | rescue of ATP level, % at 7.49 µM | C2C12 myotubes + simvastatin, ATP luminescence, 48 h; scaled: DMSO 0, geranylgeraniol control 100;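 active = mean ATP rescue above about 67%, or every replicate alone reaching that limit, limit read from the data, passing the limit was not always enough; inconclusive = no clear call, values can overlap the other calls; inactive = mean under the limit and some replicate under it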;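 note: myotubes were challenged with 10 µM simvastatin during compound exposure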
Starred values were filed as active, the others as inactive; ? = inconclusive; . = not tested or not shown. This is a subset (hit frequency here may not be typical).

SMILES | S100A4 inh HTS | FN deposition inh | LGR2 inh | SIRT5 inh | esBAF inh | Casp6 inh | C2C12 statin
COC(=O)c1cc(COC(=O)COc2ccc(C)c(C)c2)oc1C | 3 | -6 | -2 | -1 | -7 | 1 | 5
CN(C)CC(=O)N[C@@H]1CC[C@@H](CCNC(=O)C2CC2)O[C@@H]1CO | -3 | -6 | -16 | 1 | . | 1 | .
CCOc1ncccc1C(=O)Nc1ccc(-c2cn3ccsc3n2)cc1 | . | -6 | . | . | -4 | . | -14
COc1ccc(NC(=O)C(c2ccc(C(F)(F)F)cc2)n2c(=O)c(-c3cc4ccccc4[nH]3)nc3ccccc32)cc1 (stereo not drawn) | -2 | -1 | 23 | 7 | . | 0 | .
Cc1c(C(=O)Nc2c3c(nn2C(C)(C)C)CS(=O)(=O)C3)cccc1[N+](=O)[O-] | -1 | 5 | 16 | -1 | -3 | -2 | -5
CCCNC(=O)C[C@@H]1C[C@@H]2c3cc(NC(=O)NC4CCCCC4)ccc3O[C@@H]2[C@@H](CO)O1 | -1 | -2 | -6 | 2 | -4 | 1 | -6
CCOC(=O)NC(=O)/C(C#N)=N\Nc1cccc(OC)c1 | -6 | -3 | -31 | 5 | . | 0 | .
CC(C)(C)c1ccc(N2C(=N)SCC2=O)cc1 | -4 | 4 | 4 | -8 | . | 4 | .
O=C(C(=O)N1CCN(c2ccc(F)cc2)CC1)c1cn(CC(=O)N2CCOCC2)c2ccccc12 | 1 | -6 | 3 | -3 | 6 | 1 | 4
C[C@@H]1CN([C@@H](C)CO)S(=O)(=O)c2ccc(Br)cc2O[C@@H]1CN(C)C(=O)C1CCCCC1 | . | -12 | -2 | . | -3 | . | -4
CCN(CC)CCCNc1ccc(-c2nnc(-c3ccc(OCC(C)C)cc3)o2)cn1 | . | 9 | 11 | -31 | -19 | -4 | -1
C[C@@H]1CN([C@H](C)CO)C(=O)c2cc(-c3cccc(F)c3)cnc2O[C@@H]1CN(C)Cc1ccccc1 | -3 | 19 | -7 | -2 | 6 | 1 | 19
CCOC1=C2[C@H](c3ccccc3)N(S(=O)(=O)c3ccc(C)cc3)C[C@H]2n2c(=O)n(-c3ccccc3)c(=O)n2C1 | 0 | -1 | 3 | -2 | 8 | 2 | -18
O=C(Cn1ccc(=O)[nH]c1=O)Nc1nccs1 | -3 | 7 | -9 | . | 9 | -5 | 3
CCCCn1nnnc1C1(C)CCC(=O)N1CCc1c[nH]c2ccccc12 (stereo not drawn) | -1 | 11 | 4 | . | . | -2 | .
C[C@@H]1CN([C@@H](C)CO)C(=O)c2cc(NS(=O)(=O)c3cccs3)ccc2O[C@@H](C)CCCCO[C@@H]1CN(C)C(=O)NC1CCCCC1 | -4 | . | 12 | -1 | 4 | 2 | -49
O=C(NC1c2ccccc2-c2ccccc21)N1CCOCC1 | -1 | . | 2 | 3 | 7 | 0 | 8
O=C(CSc1nc2ccc(Cl)cc2[nH]1)Nc1ccc2[nH]c(=O)[nH]c2c1 | -5 | . | -5 | -2 | . | 0 | .
O=C(NCCCn1ccnc1)/C(=C/c1ccco1)NC(=O)c1ccco1 | 0 | 4 | . | 0 | -6 | -6 | 4
Cc1ccc(S(=O)(=O)N(C)C)cc1NC(=O)COC(=O)C1CCCC1 | -4 | -3 | 5 | -2 | -5 | -5 | 1
c1ccc(CNCCN2CCNCC2)nc1 | . | 14 | . | . | -2 | . | -12
COc1c(C)cc(C(O)c2ncc(-c3ccc(Cl)cc3)[nH]2)cc1C (stereo not drawn) | 2 | -3 | -2 | . | 19 | 2 | -1
COc1ccc2c(c1)C1=NN(/C(C)=C/C(C)=O)C(c3cccc(F)c3)C1CC2 (stereo not drawn) | -39 | -11 | -53 | -5 | 0 | 1 | 5
COC(=O)/C(=C/c1ccccc1)NC(=O)c1ccco1 | . | -3 | 5 | . | -6 | . | 0
O=C(c1ccccc1)N1CCN(C(=O)c2ccncc2)CC1 | . | 3 | . | . | 0 | . | 17
Next section
SMILES | S100A4 inh HTS | FN deposition inh | LGR2 inh | SIRT5 inh | esBAF inh | Casp6 inh | C2C12 statin
CN(c1ccccc1)S(=O)(=O)c1cccc(NC(=O)C2=NN(c3ccccc3)C(=O)CC2)c1 | -2 | 2 | 11 | -2 | -23 | -3 | -4
C[C@H](NC(=O)C[C@@H]1C[C@@H]2c3cc(NC(=O)Nc4ccc(C(F)(F)F)cc4)ccc3O[C@@H]2[C@@H](CO)O1)c1ccccc1 | 85* | . | 7 | . | -6 | 0 | 1
Cc1cc(C)n(CCCNC(=O)C2CC(=O)N(Cc3ccccc3)C2)n1 (stereo not drawn) | 11 | -14 | 7 | 2 | . | -18 | .
Cc1ccc2nc(Nc3ccc(Cl)cc3)c3nncn3c2c1 | -4 | 8 | -12 | -6 | 5 | 5 | 1
O=C(C[C@@H]1C=C[C@H](NC(=O)Cc2cccnc2)[C@@H](CO)O1)NCc1ccc2c(c1)OCO2 | 13 | . | -6 | 0 | -2 | 3 | -7
O=c1oc(CCCO)cc2ccccc12 | 1 | 6 | -23 | -6 | -12 | 2 | 8
COc1ccc(-c2nn(-c3ccccc3)cc2CNC[C@H]2O[C@@H](n3cnc(C(N)=O)n3)[C@H](O)[C@@H]2O)cc1 | 15 | -1 | 28 | -1 | 4 | 0 | 1
O=C(c1ccccc1)c1cccc2ccccc12 | 0 | -3 | -6 | -3 | 7 | -2 | 6
Cc1c(Nc2cc(=O)oc3ccccc23)c(=O)n(-c2ccccc2)n1C | . | -21 | . | . | 9 | . | 1
C[C@@H](NC(=O)C[C@H]1CC[C@H]2[C@@H](COC[C@H](O)CN2C(=O)Nc2cccc(F)c2)O1)c1ccccc1 | 11 | -9 | -13 | -4 | 27 | 0 | 14
COc1ccccc1S(=O)(=O)N(C)C[C@@H]1OCc2ccccc2-c2c(n(C)c3ccccc23)C(=O)N([C@H](C)CO)C[C@@H]1C | -12 | 2 | 7 | 2 | 4 | 1 | -5
C[C@@H]1CN([C@@H](C)CO)C(=O)c2ccccc2-c2ccccc2CO[C@@H]1CN(C)S(=O)(=O)c1cccc(C#N)c1 | -5 | -6 | 12 | 4 | 3 | -2 | -1
CCN(CC)CCN(C(=O)c1ccc2c(c1)CCCC2)c1nc2ccc(OC)cc2s1 | -6 | -2 | 1 | -4 | 0 | -7 | -3
O=C(CCC(=O)c1ccccc1)Nc1cccnc1 | . | . | -3 | . | -3 | . | -14
O=C(OCC(=O)N1CCN(c2ccccc2)CC1)c1cc(Br)ccc1Cl | 0 | -1 | 5 | -3 | -5 | 1 | -4
N#CC(=C(c1ccccc1)c1ccccc1)c1ccccc1 | -4 | 7 | 9 | 2 | . | 1 | .
CC(C)c1ccc(OCC(=O)NN2C(=O)c3ccccc3C2=O)c(Br)c1 | 1 | 12 | 0 | -2 | -3 | 1 | 1
Cn1cnnc1SCC(=O)c1ccc2c(c1)OCCO2 | . | -5 | . | . | -2 | . | -5
CC(NC(=O)CSc1n[nH]c(=O)[nH]c1=O)C1CC2CCC1C2 (stereo not drawn) | 4 | 1 | 6 | -7 | . | -3 | .
CC(=O)N/N=C/c1cc2c(cc1[N+](=O)[O-])OCO2 | 1 | -4 | -21 | -4 | . | 15 | .
CCOC(=O)[C@]12CCC=C1N(Cc1ccco1)C(=O)[C@H](CC(=O)N1CCOCC1)C2 | -7 | 2 | -7 | -2 | . | 0 | .
CCOC(=O)c1ccc(NC(=O)CSc2nc3sc(C(=O)O)c(C)c3c(=O)[nH]2)cc1 | 5 | -5 | 21 | 5 | -5 | 2 | -5
COC(=O)[C@@]12C[C@@H](CC(=O)N3CCN(C(=O)c4ccco4)CC3)C(=O)N(Cc3ccccc3)C1=CCC(C)(C)C2 | 2 | -3 | -4 | 4 | . | 6 | .
CC(=O)c1c(C)nn(CC(O)Cn2c3c(c4cc(C)ccc42)CCCC3=O)c1C (stereo not drawn) | . | -4 | . | . | 8 | . | 3
CCCN(C)C[C@@H]1Oc2cc(C#CCOC)ccc2S(=O)(=O)N([C@H](C)CO)C[C@@H]1C | -1 | -18 | -31 | -1 | 1 | 0 | 0
Following part
SMILES | S100A4 inh HTS | FN deposition inh | LGR2 inh | SIRT5 inh | esBAF inh | Casp6 inh | C2C12 statin
Oc1ccc(N2CCN(c3nc(-c4cccs4)nc4ccccc34)CC2)cc1 | -5 | 0 | 7 | -1 | -8 | 3 | 6
COc1ccccc1-c1nnc(SCC(=O)NC2CCCCC2)o1 | -7 | 4 | 9 | -1 | -8 | -2 | 7
COCC(=O)N(C)C[C@H]1Oc2ncc(/C=C/c3ccccc3)cc2C(=O)N([C@@H](C)CO)C[C@H]1C | 12 | 0 | -1 | -8 | 4 | 1 | 3
Cc1csc(NC(=O)CSc2nc(=O)cc(N)n2-c2ccc(F)cc2)n1 | -2 | -3 | 2 | -2 | -5 | 2 | 0
FC(F)(F)c1ccc(Oc2ccccc2Cl)nc1 | 0 | 4 | 6 | -1 | -4 | 1 | 2
COc1ccc(/C=N/N=C/c2ccc(OC)cc2)cc1 | 0 | -4 | -31 | -1 | ? | -3 | -12
CC(C)NC(=O)N1CC[C@@H]2[C@H]1c1cc(C#Cc3ccccc3)ccc1N(C)[C@@H]2CO | . | 9 | 1 | . | 4 | . | 14
Cc1cccc2cc(C(c3nnnn3CC3CCCO3)N3CCOCC3)c(=O)[nH]c12 (stereo not drawn) | . | -11 | . | . | 1 | . | 2
Cc1cccc(NC(=O)COC(=O)c2ccc(S(=O)(=O)N3CCCC3)cc2)c1 | -11 | 2 | 23 | -3 | -5 | 0 | 9
CC(Cc1ccccc1)C(=O)NCCO (stereo not drawn) | -1 | 0 | 6 | . | -3 | -2 | 1
CC(=O)Nc1ccc2c(c1)-c1ccc(F)cc1C2 | 2 | 4 | 15 | -5 | . | 0 | .
CC(C)(C)OC(=O)[C@H](NC(=O)OCc1ccccc1)c1ccccc1 | -3 | -3 | 12 | . | -3 | -1 | -16
CCOC(=O)c1cccc(N2C(=O)c3ccccc3S2(=O)=O)c1 | . | 10 | . | . | 4 | . | 1
COc1ccc(C(C)(NC(C)=O)c2nc(-c3cnc4ccccc4c3)cs2)cc1 (stereo not drawn) | 3 | -5 | -14 | 2 | 19 | 1 | 3
CCOC(=O)CCCNC(=O)COC(=O)CCC(=O)c1ccc(F)cc1 | . | -14 | . | . | -5 | . | -9
O=C(CSc1ccc2nnc(-c3ccc(F)cc3)n2n1)N1CCOCC1 | 0 | -3 | -5 | -1 | -1 | 1 | -18
COC(=O)C[C@H]1C=C[C@H](NC(=O)Nc2ccc(C(F)(F)F)cc2)[C@@H](CO)O1 | 4 | 6 | 7 | 0 | -4 | 3 | -7
Nc1ccc(C(=O)N/N=C/c2cn(Cc3ccccc3)c3ccccc23)cc1 | -1 | . | -17 | 5 | 4 | -3 | 8
CCOc1ccc(NC(=O)CCNS(=O)(=O)c2ccc(Br)s2)cc1 | . | -3 | . | . | -2 | . | 4
Cc1c(NC(=O)COC(=O)c2ccc(Br)o2)c(=O)n(-c2ccccc2)n1C | 0 | . | 9 | -1 | -9 | . | 1

Entries shown so far containing a tert-butyl group (three):
SMILES | S100A4 inh HTS | FN deposition inh | LGR2 inh | SIRT5 inh | esBAF inh | Casp6 inh | C2C12 statin
Cc1c(C(=O)Nc2c3c(nn2C(C)(C)C)CS(=O)(=O)C3)cccc1[N+](=O)[O-] | -1 | 5 | 16 | -1 | -3 | -2 | -5
CC(C)(C)c1ccc(N2C(=N)SCC2=O)cc1 | -4 | 4 | 4 | -8 | . | 4 | .
CC(C)(C)OC(=O)[C@H](NC(=O)OCc1ccccc1)c1ccccc1 | -3 | -3 | 12 | . | -3 | -1 | -16
